Source: PubChem BioAssay (NCI)
NCI-60 one-dose screen, 48 h, at 10 µM unless noted. Numbers give growth in % (100 = growth as untreated, 0 = no growth, -100 = all killed).
M14 – M14 melanoma | 6.2% of 80,000 active
A549/ATCC – A549/ATCC NSCLC; 3.7% of 81,000 active
MDA-MB-435 – MDA-MB-435 melanoma; 7.8% of 82,000 active; AID 1794794
RPMI-8226 – RPMI-8226 leukemia cells; 7.5% of 77,000 active; AID 1794781
CCRF-CEM – CCRF-CEM leukemia; 7% of 77,000 active; AID 1794778
EKVX – EKVX NSCLC | 3% of 71,000 active
HOP-92 – HOP-92 NSCLC cells; AID 1794738; 6.3% of 71,000 active
HOP-62 – HOP-62 NSCLC; 3.9% of 80,000 active
Starred values were filed as active, the others as inactive; & = joins results of further samples. Rule for the calls: active = growth percent below 10; inactive = the rest. Rows are unselected. About 13% of those tested had a hit in this group.

How did COc1cc(OC)c(S(N)(=O)=O)cc1C1=NN(C=O)C(c2ccc(Cl)cc2)C1 (stereo not drawn) do in these assays?
M14: 103; A549/ATCC: 102; MDA-MB-435: 109; RPMI-8226: 104; CCRF-CEM: 100; EKVX: 100; HOP-92: 115; HOP-62: 143

Results for COc1ccc2c(c1)C(=O)c1c-2c(OCCN(C)C)nc2ccccc12 ?
M14: 30; A549/ATCC: 14; MDA-MB-435: 33; RPMI-8226: 17; CCRF-CEM: 21; EKVX: 45; HOP-62: 31

Results for O=C1CCC(N2C(=O)c3cccc(NCCOCCOCCOCCC(=O)NCCCC(=O)NC(c4ccc5c(c4)OCO5)c4cc(Cl)c5cccnc5c4O)c3C2=O)C(=O)C1 (stereo not drawn) ?
M14: 55; A549/ATCC: 88; MDA-MB-435: 47; RPMI-8226: 16; CCRF-CEM: -4.7*; EKVX: 38; HOP-92: 14; HOP-62: 34

What do the screens show for `CCOC(=O)c1[nH]n(-c2ccccc2)c(=O)c1C=NC(C)=S`?
M14: 93; A549/ATCC: 97; MDA-MB-435: 104; RPMI-8226: 95; CCRF-CEM: 104; EKVX: 100; HOP-92: 68; HOP-62: 89

Results for COc1ccc(/C=C2/C(=O)/C(=C/c3ccc(OC)cc3OC)C3CCC2N3C)c(OC)c1 ?
M14: 54; A549/ATCC: 77; MDA-MB-435: 72; RPMI-8226: 48; CCRF-CEM: 61; EKVX: 64; HOP-62: 56

What do the screens show for `CN(C)CCCOc1c2ccc(Cl)cc2nc2c1oc1ccccc12`?
M14: -84*; A549/ATCC: 10; MDA-MB-435: -52*; RPMI-8226: -22*; CCRF-CEM: 0.2*; EKVX: -42*; HOP-92: -4.3*; HOP-62: 7.0*

Results for COc1ccc(-c2[nH]c(=S)[nH]c(=O)c2C#N)cc1 ?
M14: 102&101; A549/ATCC: 101&103; MDA-MB-435: 102&106; RPMI-8226: 106&108; CCRF-CEM: 85&99; EKVX: 96&100; HOP-92: 86&106; HOP-62: 99&101

How did CN(C1c2ccccc2Oc2ccccc21)S(=O)(=O)c1ccc(Cl)c(Cl)c1 do in these assays?
M14: 91; A549/ATCC: 83; MDA-MB-435: 105; RPMI-8226: 86; CCRF-CEM: 79; EKVX: 84; HOP-92: 52; HOP-62: 79

How did FC(F)(F)C(C(Cl)Cl)C(Cl)(Cl)Cl (stereo not drawn) do in these assays?
M14: 103; A549/ATCC: 98; MDA-MB-435: 103; RPMI-8226: 97; HOP-92: 78; HOP-62: 97

What do the screens show for `COc1ccc2nc3cc(Cl)ccc3c(Nc3ccc(N(C)C)cc3)c2c1`?
M14: 98; A549/ATCC: 69; MDA-MB-435: 100; RPMI-8226: 27; CCRF-CEM: 57; EKVX: 93; HOP-92: 76; HOP-62: 90

How did O=C(c1c[nH]c2ccccc12)c1n[nH]c(=S)n1-c1cccc(Cl)c1 do in these assays?
M14: 102; A549/ATCC: 91; MDA-MB-435: 101; RPMI-8226: 80; CCRF-CEM: 83; EKVX: 98; HOP-92: 80; HOP-62: 95

What do the screens show for `CCc1ccccc1-c1nc(CN[C@@H]2C[C@@H]3C[C@H]([C@H]2C)C3(C)C)c(C)o1`?
M14: -84*; A549/ATCC: -50*; MDA-MB-435: -80*; RPMI-8226: -14*; CCRF-CEM: 3.8*; EKVX: -82*; HOP-92: -81*; HOP-62: -79*

What do the screens show for `Cc1c(-c2ccccc2)nnn1-c1ccc(F)c(Cl)c1`?
M14: 102&99; A549/ATCC: 94&84; MDA-MB-435: 105&94; RPMI-8226: 82&95; CCRF-CEM: 93; EKVX: 82; HOP-92: 98&92; HOP-62: 98&110

Results for Nc1c(Br)cc(O)c2c1C(=O)c1ccccc1C2=O ?
M14: 100; A549/ATCC: 96; MDA-MB-435: 98; RPMI-8226: 84; CCRF-CEM: 56; EKVX: 97; HOP-92: 71; HOP-62: 117

What do the screens show for `COc1ccc(C(=O)/C=C/c2ccc(C)cc2)cc1S(=O)(=O)NNC(=O)c1ccncc1`?
M14: 111; A549/ATCC: 102; MDA-MB-435: 102; RPMI-8226: 108; CCRF-CEM: 107; EKVX: 99; HOP-92: 108; HOP-62: 101

How did Cc1ccc2c(c1)sc1nc3nc4sc5cc(Cl)c(Cl)cc5n4c(=N)c3c(=N)n12 do in these assays?
M14: 113; A549/ATCC: 106; MDA-MB-435: 110; RPMI-8226: 98; CCRF-CEM: 102; EKVX: 89; HOP-92: 76; HOP-62: 107

What do the screens show for `O=C1OC(C2COC(c3ccccc3)O2)C(O)=C1O` (stereo not drawn)?
M14: 105; A549/ATCC: 77; MDA-MB-435: 107; RPMI-8226: 104; CCRF-CEM: 98; EKVX: 128; HOP-92: 102; HOP-62: 102

What do the screens show for `CC(C)OC(=O)CCCCCCCC(=O)OC(C)C`?
M14: 100; A549/ATCC: 106; MDA-MB-435: 100; RPMI-8226: 95; HOP-92: 93; HOP-62: 101

Results for Cc1c(-c2nnc(-c3ccccc3O)o2)nnn1-c1ccc([N+](=O)[O-])cc1 ?
M14: 90; A549/ATCC: 93; MDA-MB-435: 105; RPMI-8226: 91; CCRF-CEM: 91; EKVX: 108; HOP-92: 71; HOP-62: 92

Results for CNC(=O)c1cc(Oc2ccc(CC(=O)Nc3cc(C(C)(C)C)nn3C)cc2)ccn1 ?
M14: 88; A549/ATCC: 67; MDA-MB-435: 62; RPMI-8226: 63; CCRF-CEM: 66; EKVX: 62; HOP-92: 94; HOP-62: 78

What do the screens show for `CC(=O)CC(=O)C(F)(F)F`?
M14: 101; A549/ATCC: 104; MDA-MB-435: 111; CCRF-CEM: 100; HOP-92: 68; HOP-62: 92

Results for CCOC(=O)n1c(-c2c(N)n[nH]c2N)nc2ccccc21 ?
M14: 101; A549/ATCC: 101; MDA-MB-435: 99; RPMI-8226: 101; CCRF-CEM: 102; EKVX: 74; HOP-92: 65; HOP-62: 97

What do the screens show for `CC(CC(CCC(=O)O)(c1ccccc1)c1ccccc1)N(C)C` (stereo not drawn)?
M14: 95; A549/ATCC: 90; MDA-MB-435: 105; RPMI-8226: 109; CCRF-CEM: 99; HOP-92: 102; HOP-62: 97

How did COCC(O)CN1CCN(Cc2ccc(OC)cc2)CC1 (stereo not drawn) do in these assays?
M14: 104; A549/ATCC: 106; MDA-MB-435: 111; RPMI-8226: 117; CCRF-CEM: 42; EKVX: 119; HOP-92: 114; HOP-62: 106

Results for Cc1ccc(S(=O)(=O)Nc2ccc(C(=O)/C=C/c3ccccc3F)cc2)cc1 ?
M14: 101; A549/ATCC: 79; MDA-MB-435: 100; RPMI-8226: 80; CCRF-CEM: 91; EKVX: 95; HOP-92: 90; HOP-62: 104

What do the screens show for `CCN(CC)CCCc1ccccn1`?
M14: 97; A549/ATCC: 96; MDA-MB-435: 103; RPMI-8226: 92; CCRF-CEM: 84; EKVX: 95; HOP-92: 99; HOP-62: 95

Results for Nc1cccc2c1C(=O)c1ccc(Cl)cc1C2=O ?
M14: 94; A549/ATCC: 95; MDA-MB-435: 93; RPMI-8226: 108; CCRF-CEM: 111; EKVX: 49; HOP-92: 54; HOP-62: 106

Results for N#Cc1c(-c2ccccc2)nc(SCC2CO2)[nH]c1=O (stereo not drawn) ?
M14: 100; A549/ATCC: 102; MDA-MB-435: 111; RPMI-8226: 97; CCRF-CEM: 94; EKVX: 223; HOP-92: 59; HOP-62: 89

What do the screens show for `CN1C(=O)N(C)C2(c3ccccc3)n3c(s/c(=C\c4ccc(Br)cc4)c3=O)=NNC12c1ccccc1` (stereo not drawn)?
M14: 69; A549/ATCC: 63; MDA-MB-435: 92; CCRF-CEM: 76; EKVX: 91; HOP-92: 93; HOP-62: 77

What do the screens show for `COc1cc(/C=C\C(=O)O)cc(Cl)c1O`?
M14: 101; A549/ATCC: 72; MDA-MB-435: 82; RPMI-8226: 105; CCRF-CEM: 94; EKVX: 104; HOP-92: 85; HOP-62: 100

How did COc1cc2cc(Oc3ccc(NC(=O)Nc4cc(C(F)(F)F)cc(C(F)(F)F)c4)cc3)c(C)nc2cc1OCCN1CCCCC1 do in these assays?
M14: -80*; A549/ATCC: -65*; MDA-MB-435: -94*; CCRF-CEM: -27*; EKVX: -73*; HOP-92: 42; HOP-62: -50*

Results for NC1=NC2OC(CO)C(O)C2O1 (stereo not drawn) ?
M14: 109&119; A549/ATCC: 109&106; MDA-MB-435: 106&117; RPMI-8226: 104&106; CCRF-CEM: 102&100; EKVX: 117; HOP-92: 95&109; HOP-62: 103&104

How did NS(=O)(=O)c1ccc(Nc2nc(N/N=C/c3ccc(C(F)(F)F)cc3)nc(Nc3ccccc3)n2)cc1 do in these assays?
A549/ATCC: 28; MDA-MB-435: 20; RPMI-8226: -5.2*; CCRF-CEM: 12; EKVX: 54; HOP-92: 57; HOP-62: 38

What do the screens show for `COc1cc(-c2cc3ncccc3c3[nH]c(=O)c4cccnc4c23)cc(OC)c1OC`?
M14: 13; A549/ATCC: 24; MDA-MB-435: -26*; RPMI-8226: 6.3*; CCRF-CEM: 13; EKVX: 33; HOP-92: 31; HOP-62: 30

How did COc1ccc(-c2c3c(N)c4c(nc3nc3c2c(C)nn3-c2ccccc2)CCC4)cc1 do in these assays?
M14: 93; A549/ATCC: 86; MDA-MB-435: 85; RPMI-8226: 58; CCRF-CEM: 47; HOP-92: 56; HOP-62: 106

How did CCN(CC)CCNc1cccc2c(SC)ccnc12 do in these assays?
M14: 88; A549/ATCC: 92; MDA-MB-435: 104; RPMI-8226: 82; CCRF-CEM: 69; EKVX: 113; HOP-62: 105

Results for CC(C)(C)c1ccc(OC2CCO2)cc1 (stereo not drawn) ?
M14: 102; A549/ATCC: 99; MDA-MB-435: 107; RPMI-8226: 107; CCRF-CEM: 107; EKVX: 103; HOP-92: 126; HOP-62: 108

Results for CC(=O)c1ccc[n+](Cc2ccccc2)c1 ?
M14: 106; A549/ATCC: 99; MDA-MB-435: 100; RPMI-8226: 98; CCRF-CEM: 100; EKVX: 99; HOP-92: 113; HOP-62: 104

What do the screens show for `O=c1[nH]cnc2c1C(c1ccc(F)cc1)c1sc3c(F)cccc3c1O2` (stereo not drawn)?
M14: 107; A549/ATCC: 100; MDA-MB-435: 104; RPMI-8226: 99; CCRF-CEM: 96; EKVX: 90; HOP-92: 81; HOP-62: 87

What do the screens show for `CC(=O)Nc1ccc(S(=O)(=O)N/N=c2/sc3ccccc3n2C)cc1`?
M14: 112; A549/ATCC: 116; MDA-MB-435: 106; RPMI-8226: 88; CCRF-CEM: 103; EKVX: 89; HOP-92: 95; HOP-62: 89

Results for COC(=O)c1noc2cc([N+](=O)[O-])ccc12 ?
M14: 100; A549/ATCC: 93; MDA-MB-435: 108; RPMI-8226: 110; CCRF-CEM: 112; EKVX: 100; HOP-92: 118; HOP-62: 93

What do the screens show for `CC1CN(S(=O)(=O)c2oc(-c3ccc(Cl)cc3)nc2C#N)CC(C)O1` (stereo not drawn)?
M14: 68; A549/ATCC: 100; MDA-MB-435: 86; RPMI-8226: 24; CCRF-CEM: -3.0*; EKVX: 101; HOP-92: 76; HOP-62: 101

What do the screens show for `CCCCOc1nc2ccc(Cl)cc2cc1/C=C/c1cc(/C=C/c2cc3cc(Cl)ccc3nc2OCCCC)[nH]n1`?
A549/ATCC: 94; MDA-MB-435: 113; CCRF-CEM: 105; EKVX: 96; HOP-92: 87; HOP-62: 114

Of the compounds above, these have fluorine.
How did FC(F)(F)C(C(Cl)Cl)C(Cl)(Cl)Cl (stereo not drawn) do in these assays?
M14: 103; A549/ATCC: 98; MDA-MB-435: 103; RPMI-8226: 97; HOP-92: 78; HOP-62: 97

What do the screens show for `Cc1c(-c2ccccc2)nnn1-c1ccc(F)c(Cl)c1`?
M14: 102&99; A549/ATCC: 94&84; MDA-MB-435: 105&94; RPMI-8226: 82&95; CCRF-CEM: 93; EKVX: 82; HOP-92: 98&92; HOP-62: 98&110

What do the screens show for `CC(=O)CC(=O)C(F)(F)F`?
M14: 101; A549/ATCC: 104; MDA-MB-435: 111; CCRF-CEM: 100; HOP-92: 68; HOP-62: 92

Results for Cc1ccc(S(=O)(=O)Nc2ccc(C(=O)/C=C/c3ccccc3F)cc2)cc1 ?
M14: 101; A549/ATCC: 79; MDA-MB-435: 100; RPMI-8226: 80; CCRF-CEM: 91; EKVX: 95; HOP-92: 90; HOP-62: 104

How did COc1cc2cc(Oc3ccc(NC(=O)Nc4cc(C(F)(F)F)cc(C(F)(F)F)c4)cc3)c(C)nc2cc1OCCN1CCCCC1 do in these assays?
M14: -80*; A549/ATCC: -65*; MDA-MB-435: -94*; CCRF-CEM: -27*; EKVX: -73*; HOP-92: 42; HOP-62: -50*

How did NS(=O)(=O)c1ccc(Nc2nc(N/N=C/c3ccc(C(F)(F)F)cc3)nc(Nc3ccccc3)n2)cc1 do in these assays?
A549/ATCC: 28; MDA-MB-435: 20; RPMI-8226: -5.2*; CCRF-CEM: 12; EKVX: 54; HOP-92: 57; HOP-62: 38

What do the screens show for `O=c1[nH]cnc2c1C(c1ccc(F)cc1)c1sc3c(F)cccc3c1O2` (stereo not drawn)?
M14: 107; A549/ATCC: 100; MDA-MB-435: 104; RPMI-8226: 99; CCRF-CEM: 96; EKVX: 90; HOP-92: 81; HOP-62: 87
